SMARCA2 activ: SMARCA2 function activation, primary screen; AID 652017; 370,000 tested, 1% active; MG213 cells, MMTV-luciferase reporter, dexamethasone, overnight; activation, % at 9.1 µM; in the data active = activation above about 7.8%;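 also: 0% = vehicle wells and 100% = reference activator wells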
hgDAF12 agonist: activates the H. glycines DAF-12 receptor ligand-binding domain; activation, % at 6.8 µM; HEK293 GAL4-hgDAF12 UAS-luciferase reporter, agonist luminescence; normalized to butyrate control; AID 687014; 370,000 tested, 1.8% active;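 active = activation above a cutoff set at the mean of all screened compounds plus 3 SD, cut at about 10% in these data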;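 also: 0% = DMSO wells and 100% = sodium butyrate wells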
PG9 binder: small molecules binding HIV-1 gp120 antibody PG9 | TR-FRET gp120-PG9 antibody binding | inhibition, % at 6.7 µM | 360,000 tested, 0.43% active | AID 624416; in the data active = inhibition above about 8.5%
sPLA2-III inh: Blocks human group III sPLA2 activity. Q9NZ20. QFRET BODIPY PC-A2 liposome hydrolysis, fluorescence. inhibition, % at 12.2 µM. 370,000 tested, 0.56% active;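 active = inhibition above mean plus 3 SD of compounds lying within the high and low control bounds, cut at about 19% in these data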;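 also: 0% = median of test compound wells and 100% = no enzyme DMSO wells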
Target sequence (Q9NZ20 whole entry, looked up): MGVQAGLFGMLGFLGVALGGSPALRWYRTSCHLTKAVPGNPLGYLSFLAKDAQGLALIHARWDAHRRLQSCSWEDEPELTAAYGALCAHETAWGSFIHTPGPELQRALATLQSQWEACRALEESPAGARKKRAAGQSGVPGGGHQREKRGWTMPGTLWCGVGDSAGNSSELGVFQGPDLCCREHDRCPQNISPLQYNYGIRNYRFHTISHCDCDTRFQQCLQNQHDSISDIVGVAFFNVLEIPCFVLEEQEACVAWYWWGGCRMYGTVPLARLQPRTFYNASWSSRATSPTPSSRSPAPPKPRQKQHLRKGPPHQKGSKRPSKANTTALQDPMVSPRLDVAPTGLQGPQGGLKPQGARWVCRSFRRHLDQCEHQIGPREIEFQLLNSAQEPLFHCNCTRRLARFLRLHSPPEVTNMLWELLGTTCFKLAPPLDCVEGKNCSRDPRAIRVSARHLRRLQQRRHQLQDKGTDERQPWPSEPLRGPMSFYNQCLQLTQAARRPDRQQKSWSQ
hcDAF12 agonist: activates DAF-12 receptor from parasite H. contortus | activation, % at 6.8 µM | HEK293 hcDAF-12 lit1-tk-luc reporter, luminescence; 0% DMSO, 100% Δ7-dafachronic acid | AID 652067 | 370,000 tested, 1.4% active;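 active = activation above the mean of all tested compounds plus 3 SD, cut at about 5.5% in these data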;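 also: 100% = response to 3 µM Δ7-dafachronic acid high control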
DAX1 inh-1: inhibitors of human orphan nuclear receptor DAX1 (NR0B1) | HEK293 Gal4-DAX1 luciferase reporter, luminescence | inhibition, % at 6.75 µM | P51843 | AID 504766 | 340,000 tested, 0.99% active;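 active = inhibition above the mean over all tested compounds plus 3 SD, cut at about 4.2% in these data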;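 also: 0% = DAX1-transfected cells with DMSO and 100% = empty-vector control cells with DMSO; inhibition shows as a rise in luminescence from relieved DAX1 repression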
Target sequence (P51843 207-470 limits assumed): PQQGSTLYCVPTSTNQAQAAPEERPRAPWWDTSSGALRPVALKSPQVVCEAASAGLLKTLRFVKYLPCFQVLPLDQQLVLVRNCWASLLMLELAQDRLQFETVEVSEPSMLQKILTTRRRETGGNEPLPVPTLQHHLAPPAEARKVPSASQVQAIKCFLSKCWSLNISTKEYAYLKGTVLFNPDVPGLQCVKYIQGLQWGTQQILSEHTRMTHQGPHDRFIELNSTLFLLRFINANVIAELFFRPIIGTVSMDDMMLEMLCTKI
FXN GAA850 act: activators of GAA850 frataxin (FXN) promoter; HEK293 lucGAA850 FXN promoter luciferase reporter, 24 h; percent of 10 µM SAHA response; activation, % at 6 µM; 360,000 tested, 0.56% active; AID 540364;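 active = activation above the average of all compounds screened plus 3 SD, cutoff fixed separately per campaign, cut at about 7.5% in these data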;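 also: 0% = DMSO wells and 100% = 10 µM SAHA wells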
PLCb3 inh: blocks human PLC-beta3 enzyme activity. 370,000 tested, 0.18% active. AID 720704. Purified PLC-beta3, fluorogenic substrate, fluorescence. inhibition, % at 12.2 µM; in the data active = inhibition above about 11%;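 also: 0% = median of compound wells on plate and 100% = full blocker control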
DAX1 inh-2: blocks DAX1 repression of SF-1 activated StAR promoter; HEK293T StAR-luciferase reporter, SF-1/DAX-1 repression relief; inhibition, % at 6.8 µM; 370,000 tested, 1.1% active; AID 652010;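 active = inhibition above the mean over all tested compounds plus 3 SD, cut at about 3.6% in these data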;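 also: 0% = DAX-1 cells with DMSO and 100% = cells lacking DAX-1 with DMSO; higher inhibition means more luminescence from relief of DAX-1 repression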
NR1D1 modulator: modulates human Rev-erb alpha binding to DNA; activity, % at 10 µM; 370,000 tested, 0.79% active; Rev-erbα–FITC-DNA binding, fluorescence polarization, 90 min; P20393;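 active = activity above about 14%, limit read from the data; passing the limit was not always enough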;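 also: 0% = DMSO wells with 35 nM protein and 100% = DMSO wells with 750 nM protein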
ssDAF12 agonist: S. stercoralis DAF-12 activation, primary screen; HEK293 ssDAF-12/GRIP1 lit1-tk-luc reporter, luminescence; % of 3 µM dafachronic acid response; activation, % at 6.8 µM; 370,000 tested, 1% active; AID 652126;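 active = activation above the mean over all tested compounds plus 3 SD, cut at about 0.9% in these data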;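 also: 0% = DMSO-only wells and 100% = 3 µM delta7-dafachronic acid wells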
An asterisk follows results filed as active; i = inactive; / = not tested or not shown.

mol,SMARCA2 activ,hgDAF12 agonist,PG9 binder,sPLA2-III inh,hcDAF12 agonist,DAX1 inh-1,FXN GAA850 act,PLCb3 inh,DAX1 inh-2,NR1D1 modulator,ssDAF12 agonist
CC(OC(=O)C1=COCCO1)C(=O)Nc1cc(S(=O)(=O)N2CCCCC2)ccc1Cl (stereo not given),2,0.5,0.1,-6,-2.6,-0.4,0.9,4,0.2,-2,-1.4
Cc1ccc(C2C(C#N)=C(N)SC(N)=C2C#N)cc1,-3,0.5,13*,-18,3.0,-2.2,1.3,-149,0.3,1,-0.1
OCC[C@H]1C[C@@H](O)[C@H](O)[C@]2(OCc3ccccc32)O1,-1,-0.1,-0.9,10,-1.6,0.6,0.8,-2,-0.2,3,-1.1
NC(=O)C1CCN(C(=O)CCn2c(=O)oc3ccccc32)CC1,4,2.0,-0.6,0,2.8,0.0,2.0,0,1.3,-1,-0.5
COc1ccc(-c2nc(CN3CCC(C(=O)N4CCOCC4)CC3)c(C)o2)cc1OC,-4,-0.8,1.1,4,-1.0,0.3,-0.3,-3,0.2,-3,-1.0
O=C(NCCCn1ccnc1)/C(=C\c1ccccc1F)NC(=O)c1ccccc1,-2,-0.5,-0.1,-1,-1.5,-0.2,0.9,-8,0.4,3,-0.6
O=C(NCc1ccc(F)cc1)c1cc(C2CCCCN2S(=O)(=O)c2ccc(F)cc2F)on1 (stereo not given),-1,1.6,-1.7,-12,-1.6,/,2.9,-2,-0.5,-10,-1.8
CCN(CC)C(=O)[C@H]1CC(CC(=O)NCc2cccc(C(F)(F)F)c2)C(=O)N2CCc3c([nH]c4ccc(OC)cc34)[C@]12C (stereo not given in full),-4,-4.9,0.8,-8,-2.5,-0.6,-3.8,4,-1.3,1,-1.4
COc1ccc(N=C2S/C(=C\c3cc(C)n(C)c3C)C(=O)N2C)cc1,1,-1.5,-0.7,4,-0.3,-1.2,4.5,2,-1.1,-1,-1.1
NC(=O)Cn1nc2sc3ccccc3n2c(=O)c1=O,1,1.6,-2.3,-6,1.0,/,/,-4,-0.2,4,-1.3
COc1ccc(C(=O)NCCCN2CCN(CCCNC(=O)c3ccc(OC)c(OC)c3)CC2)cc1OC,0,2.6,-1.0,6,-0.5,-1.2,1.6,2,-2.0,-1,-0.8
CN(Cc1ccccc1Cl)C(=O)CNC(=O)C12CC3CC(CC(C3)C1)C2,-3,-0.1,-1.1,6,-0.5,1.2,-0.4,-5,-0.8,-3,-1.8
O=C(O)C1=C(OCc2ccccc2)C(=O)NCC1,-3,1.5,-0.7,2,-1.1,-1.3,2.0,-2,0.1,-1,-1.0
Cc1cc(C)cc(NS(=O)(=O)c2ccc3[nH]cc(C(=O)NCc4ccco4)c(=O)c3c2)c1,-1,1.4,0.7,-27,-2.0,-0.5,-3.6,-5,-1.1,0,-1.6
C=CCSc1nnc2nc3c(nn12)c1cc(C)ccc1n3CC=C,-3,-0.2,-4.8,4,-1.6,-0.2,0.3,2,-1.0,3,-1.5
N#CCC(=O)N/N=C/c1cn(Cc2ccc(Cl)cc2Cl)c2ccccc12,-5,1.1,-1.9,-1,-0.7,2.5,1.2,0,-0.3,-3,-1.7
COc1cccc(NC(=O)Cn2c(-c3cncs3)nc3ccccc32)c1,2,-1.7,-0.9,-4,-1.1,-1.0,-0.9,-2,-0.6,1,-1.0
COc1ccc2c(c1)[C@@]1(OCCC=C[C@H]1C)C(=O)N2Cc1ccc(F)cc1,-3,1.3,-1.6,4,-1.6,/,/,1,-0.3,0,-1.0
COc1ccc(-c2cn3c(C)c(C(=O)N4CCN(c5ccccc5F)CC4)sc3n2)cc1,-3,-3.4,-2.6,6,-1.8,1.4,-4.3,-5,-1.4,7,-1.2
CS(=O)(=O)c1ccc(C(=O)Nc2ccccc2Cl)cc1,2,0.6,-0.4,3,0.2,1.8,0.6,-5,0.4,-3,-0.4
CC(C(=O)N(C)Cc1cccc(F)c1)N1CCN(S(=O)(=O)c2ccc3c(c2)OCCCO3)CC1 (stereo not given),-2,-3.1,-2.1,-1,-1.8,1.1,-0.8,-5,-3.3,-1,-0.9
O=C(NNC(=O)c1ccco1)c1cccc([N+](=O)[O-])c1,-2,0.4,0.9,0,-0.8,-0.2,-2.5,1,-0.6,-2,-0.7
Cc1ccc(Nc2nc(CSc3nnnn3C)cs2)cc1,4,11*,0.9,-9,1.8,1.2,5.1,-3,2.2,1,0.8
C/C(=N\OCC(=O)Nc1ccccc1Br)c1cccs1,2,2.8,-1.3,-3,-1.7,1.5,3.3,3,-0.1,-1,-0.8
CC1c2cc3c(cc2CCN1C(=O)c1ccc(Cl)cc1)OCCCO3 (stereo not given),-4,-1.9,-1.3,2,0.6,-0.8,1.3,-9,-0.5,-3,-1.3
O=C(NCc1cccs1)c1cc2c(s1)-c1ccccc1OC2,-5,3.1,0.0,-24,-2.3,-0.2,2.3,i,-0.3,-4,-1.8
Cc1ccccc1OCC(=O)OCC(=O)Nc1ccc(Cl)cn1,-1,0.8,1.6,8,-0.2,1.0,0.3,-15,1.8,-1,-1.3
Brc1cccc(-c2nc3ccc(Br)cn3c2Cc2ccsc2)c1,1,7.4,0.0,-5,0.9,/,/,-9,0.5,-4,-0.6
N/C(=N\N=C\c1ccc(O)c(O)c1)c1nonc1N,5,15*,-0.8,16,2.4,2.6,1.7,-33,1.1,5,0.1
O=C(CNCc1ccco1)Nc1cc(S(=O)(=O)N2CCOCC2)ccc1N1CCCC1,-1,-1.2,-1.3,0,0.3,0.6,1.3,-1,0.1,6,-0.6
O=C(CSc1ncnc2[nH]ncc12)Nc1cccc(Oc2ccccc2)c1,-1,-0.2,0.8,-39,1.9,-1.1,-0.4,-11,-1.8,-4,-2.1
CC(C)[C@H](NC(=O)C1CC1)C(=O)N1CCC[C@H]1C(=O)NCCc1ccccc1Cl,1,1.4,-0.8,6,-1.4,/,/,3,0.6,2,-0.9
O=C(CN1CCc2ccccc2C1)Nc1cccc(S(=O)(=O)N2CCOCC2)c1,-2,-1.2,1.8,-1,-1.1,0.5,1.7,-7,1.4,5,-0.9
Cc1ccc(OCC(=O)Nc2ccc(S(=O)(=O)N3CCOCC3)cc2)c(C)c1,-3,0.7,-1.0,-9,-2.0,-2.1,1.1,-3,-0.7,-2,-1.6
COc1ccc(N(CC(=O)Nc2cccnc2)S(=O)(=O)c2ccccc2)cc1OC,-1,-1.4,-0.4,-3,0.4,0.7,-2.0,-1,0.3,-5,-0.4
O=C(Nc1ccncc1)c1ccc([N+](=O)[O-])cc1Cl,-1,-1.1,-0.8,0,-1.0,1.3,-1.8,8,-0.1,11,-1.9
COc1ccc(NC(=O)CCc2nc(-c3ccccc3F)no2)cc1,0,-0.7,-0.7,-3,-2.8,-0.8,-0.5,2,-1.1,-2,-1.0
CCN(CC)C(=O)CSc1ncnc2c1nnn2-c1ccc(F)cc1,0,0.4,0.3,-9,-0.8,0.2,0.2,0,-0.2,-3,-0.7
Cc1ccc(C(=O)NN(CCC#N)C2=NS(=O)(=O)c3ccccc32)cc1,1,-2.5,1.0,8,-2.3,-0.5,-0.8,-2,0.1,8,-1.2
CC(=O)N1c2ccccc2S(=O)(=O)c2c1ccc1ccccc21,-3,0.9,1.1,5,-0.5,0.2,-1.1,-3,-1.2,23*,-1.3
NC(=S)NNC(=O)C12CC3CC(CC(C3)C1)C2,-1,0.1,-1.9,21*,-0.7,-0.1,1.9,0,-0.6,-3,-1.3
COC(=O)C1=C(C)N(C)C(=O)NC1c1cc2c(cc1[N+](=O)[O-])OCO2 (stereo not given),-1,-3.0,-0.3,-15,-2.7,-1.7,0.7,-63,0.3,-15,-1.5
O=C(NC(Cc1c[nH]c2ccccc12)c1nnc2n1CCCCC2)c1ccccc1Cl (stereo not given),-2,0.3,0.2,-17,-1.6,0.0,-1.4,5,-1.2,4,-1.3
CN(CC(=O)Nc1nccs1)S(=O)(=O)c1ccc(F)cc1,-1,0.2,1.4,4,-0.1,0.1,-0.7,-5,0.7,-1,-1.1
Cc1ccc(OCCC(=O)OCC(=O)Nc2ccc3c(c2)OCCO3)cc1,1,-1.5,-1.7,-11,-0.4,3.9,0.8,-10,2.4,1,-1.2
CCN(CCNCC(O)COc1ccccc1C(C)C)c1cccc(C)c1 (stereo not given),-2,1.1,-1.6,-11,-1.8,-1.2,-1.9,-1,-0.6,11,-1.2
CC(C)c1ccc(NC(=O)Nc2nc(C(N)C(C)C)cs2)cc1 (stereo not given),0,2.5,-0.9,11,-1.4,/,-2.5,4,-0.6,5,-1.1
CSc1nnc(NC(=O)c2nc(S(=O)(=O)Cc3ccccc3F)ncc2Cl)s1,-6,-2.4,-2.9,2,-2.1,2.8,-8.2,0,0.9,-5,-1.0
CC1CCc2sc(C(=O)OCC(=O)NCc3ccccc3)cc2C1 (stereo not given),-2,0.7,2.6,4,-1.7,-0.2,1.5,-4,0.6,-3,-1.4
CCOC(=O)[C@@]12CCC3=C1N(CCC3)C(=O)[C@H](CC(=O)NCc1ccccc1)C2,-2,-1.1,/,4,0.3,/,/,3,0.2,-1,-1.0
CC(C)CC(=O)Nc1ccc(N2CCN(C(=O)c3cccs3)CC2)cc1,-4,-0.5,-1.1,6,-0.5,0.8,-1.0,-9,-0.3,4,-1.2

High-throughput results: PubChem BioAssay, several laboratories

The order is random; any-hit rate near 7%.
